Screens deposited in PubChem by Sanford-Burnham Center for Chemical Genomics.
TAG inh – triacylglycerol accumulation inhibition. H9c2 cells, Nile Red lipid (TAG) fluorescence; cells loaded with 200 µM oleic acid. inhibition, % at 12.5 µM. 0.66% of 230,000 active. AID 651582;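 active = pattern-corrected inhibition of lipid staining of at least 50% with the nuclear-stain viability signal not falling by more than 50%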;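 also: 0% = DMSO wells and 100% = triacsin C control wells; some results filed as inactive read as strong as hits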
TAG inh DAPI viability – second read-out of TAG inh, no call of its own (marks repeat the call); DAPI nuclei signal change (viability), lower = more cytotoxic, %;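 whole-well DAPI fluorescence read on a plate reader as a viability signal; minus 50 percent equals half of cells still viable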
* = called active by the depositor; & = joins results of further samples. This is a subset; the hit share may differ from the screen's.

1. COC(=O)c1ccc(C(=O)OC)c(NC(=S)N2CCC(C(N)=O)CC2)c1
2. C=CCN1C(=O)C(=O)N(CC(=O)c2ccc3c(c2)CCCC3)C1=O
3. CCCC(=O)NC(C)c1nc(-c2ccc(C)cc2)no1 (stereo not drawn)
4. O=C(O)CCNS(=O)(=O)c1ccc2c(c1)Cc1ccccc1-2
5. O=C(NCCc1ccccc1)C1CCC(CNc2nc(=S)[nH]c3ccccc23)CC1 (stereo not drawn)
6. Cc1ccc(NC(=O)CCC(=O)NNS(=O)(=O)c2ccccc2)c(C)c1
screen / no.,1,2,3,4,5,6
TAG inh,6.6,-4.2,-3.5,-9.7,10.7,9.1
TAG inh DAPI viability,2.4,3.1,10.4,-0.2,-4.6,-12.4

7. CC(C)Oc1ccc(S(=O)(=O)N2CCOCC2)cc1NC(=O)CCCSc1ccccc1
8. CCOCN(C(=O)Cn1c(COC)nc2ccccc21)c1c(C)cccc1CC
9. CC(C)Cn1c(N)c(C(=O)NCc2cccs2)c2nc3ccccc3nc21
10. CN(C)N=Nc1ccc2nc[nH]c2c1
11. CC(=O)Nc1cccc(Oc2ccc3c(c2)C(=O)NC3=O)c1
12. O=C(COC(=O)c1cc(S(=O)(=O)N2CCOCC2)ccc1Cl)Nc1ccccc1Cl
screen / no.,7,8,9,10,11,12
TAG inh,6.5,-10.8,32.2,-0.2,4.0,10.4
TAG inh DAPI viability,-4.7,1.7,36.9,-9.6,-1.2,6.6

13. CCOC(=O)C(NC(=O)c1ccccc1)=C1CCCCC1
14. CCCc1cc(C(=O)Nc2sc(C)c(CC)c2C#N)no1
15. CNC(=O)c1c(NC(=O)CS(=O)(=O)c2ccccc2)sc(C)c1C
16. COC(=O)/C=C1\S/C(=N/N=C/c2ccc(Cl)cc2)NC1=O
17. Cc1ccc(S(=O)(=O)Nn2c(C)nnc2-n2nc(C)cc2C)cc1
18. Cc1cc(C)c2sc(N(CCCN(C)C)C(=O)c3ccc(S(=O)(=O)N(C)Cc4ccccc4)cc3)nc2c1
screen / no.,13,14,15,16,17,18
TAG inh,3.8,-6.4,-15.2,8.3,-2.4,6.3
TAG inh DAPI viability,-1.8,2.2,0.3,3.8,3.2,4.9

19. O=C(O)c1ccn2c(C(=O)c3ccc(Cl)cc3)c(-c3ccccc3)cc2c1
20. CC1(C(=O)Nc2ccc(Cl)c(Cl)c2)CCN1C(=O)C1CCCCC1 (stereo not drawn)
21. Cc1cccc(NC(=S)NC2CCSc3ccccc32)c1 (stereo not drawn)
22. COCC(=O)N1CCCC(C(=O)c2ccc(-c3ccccc3)c(F)c2)C1 (stereo not drawn)
23. Cc1ccc(NS(=O)(=O)c2cccc(C(=O)Nc3cccnc3)c2)c(C)c1
24. COc1cc(S(=O)(=O)NCCN2CCOCC2)ccc1-n1cnnn1
screen / no.,19,20,21,22,23,24
TAG inh,2.8,-13.8,-19.4,-2.2,-7.9,-1.1
TAG inh DAPI viability,0.1,-11.2,-0.6,-1.9,4.0,7.6

Profiles, looked up by structure:
COc1cc(S(=O)(=O)NCCN2CCOCC2)ccc1-n1cnnn1 across the screens: TAG inh: -1.1; TAG inh DAPI viability: 7.6
COCC(=O)N1CCCC(C(=O)c2ccc(-c3ccccc3)c(F)c2)C1 (stereo not drawn) across the screens: TAG inh: -2.2; TAG inh DAPI viability: -1.9
O=C(O)c1ccn2c(C(=O)c3ccc(Cl)cc3)c(-c3ccccc3)cc2c1 across the screens: TAG inh: 2.8; TAG inh DAPI viability: 0.1

Returning to the listing with the two entries that preceded the break.
23. Cc1ccc(NS(=O)(=O)c2cccc(C(=O)Nc3cccnc3)c2)c(C)c1
24. COc1cc(S(=O)(=O)NCCN2CCOCC2)ccc1-n1cnnn1
25. CCOC(=O)c1sc(/S(C)=N\S(=O)(=O)c2cccc(Cl)c2)c2c1CCC=C2 (stereo not drawn)
26. O=C(Nc1ccccc1F)c1ccc(-n2cncn2)nc1
27. Cc1ccc(S(=O)(=O)N(CC(=O)NCCSc2ccccn2)c2ccc(C)c(C)c2)cc1
28. Cc1cc2oc(C(=O)N(Cc3cccs3)C3CCS(=O)(=O)C3)cc(=O)c2cc1Cl (stereo not drawn)
29. COC(=O)c1cc(OC)c(OC)cc1NC(=O)CSc1ccccc1
30. O=C(COc1cccc2cccnc12)NNC(=O)Nc1ccccc1
screen / no.,23,24,25,26,27,28,29,30
TAG inh,-7.9,-1.1,-0.6,-2.5,-25.8,5.0,-42.6,9.2
TAG inh DAPI viability,4.0,7.6,-3.4,2.9,15.4,-3.5,5.1,-4.6

31. CN(C)CCCNCCCNC(=O)c1ccco1
32. Cn1c(=O)[nH]c(=O)c2c1nc(CN1CCN(c3cccc(Cl)c3)CC1)n2Cc1ccccc1Cl
33. CCCS(=O)(=O)NC(=O)C1(C)CCN(C(=O)c2cccc(C(F)(F)F)c2)C1 (stereo not drawn)
34. S=C(NNC(=S)NC1CC2C=CC1C2)NC1CC2C=CC1C2 (stereo not drawn)
35. COc1ccc(CNC(=O)c2cc(-c3ccccc3O)n[nH]2)cc1
36. O=C(C1=C[C@H](C2CCCCC2)C[C@H](OCCCCO)O1)N1CCOCC1
screen / no.,31,32,33,34,35,36
TAG inh,-1.9&7.5,-0.8,-1.2,-7.6,-15.7,-13.5
TAG inh DAPI viability,15.4&-7.4,-3.8,2.1,2.9,11.2,0.4

37. CC(=O)Nc1nc(SCC(=O)NCC2CCCO2)[nH]c(=O)c1NC(=O)c1cccs1 (stereo not drawn)
38. CC1(c2nnc(-c3ccccc3)o2)CC(c2c(Cl)cccc2Cl)=NO1 (stereo not drawn)
39. COc1ccc(C(=O)C2CC2)cc1
40. O=C(Cn1cncn1)NCCCc1ccccc1
41. Cc1cc(N2CCCC2)nc(-c2ccccc2O)n1
42. CC(=O)c1ccc(N/C=C\C(=O)c2ccc(C)cc2)cc1
screen / no.,37,38,39,40,41,42
TAG inh,6.6,-6.6,5.9,0.2,27.0,-12.8
TAG inh DAPI viability,1.5,1.9,2.5,-2.2,11.1,1.3

43. CCN(CC(=O)Nc1c(F)cccc1F)C(=O)C1CCC1
44. C/C(Cn1nc([N+](=O)[O-])cc1C)=N\NC(=O)c1ccc(O)cc1O
45. O=C(O)C1CC(O)CN1S(=O)(=O)c1ccc2ccccc2c1 (stereo not drawn)
46. COc1cccc(CN2CCN(S(=O)(=O)c3ccc(Cl)s3)CC2)c1
47. O=C(Nc1ccccc1N1CCCC1)c1cccc(S(=O)(=O)N2CCOCC2)c1
48. COc1cc(CNc2ccc(N3CCCC3)cc2)cc(Cl)c1OC
screen / no.,43,44,45,46,47,48
TAG inh,3.6,2.4,-2.1,6.6,-1.4,53.9*
TAG inh DAPI viability,-7.0,1.4,0.6,-0.4,6.3,-5.6*

49. COc1ccccc1CCN=C(N)NS(=O)(=O)c1ccc(F)cc1
50. CC(C)[C@H](NS(=O)(=O)c1ccccc1)C(=O)Nc1ccccc1N1CCOCC1
51. O=C(COC(=O)CCC(=O)c1ccc2c(c1)OCCO2)NCc1ccc2c(c1)OCO2
52. O=C(/C(=N/O)n1cncn1)c1ccccc1Cl
53. COc1cc(-n2c(=O)c3ccccc3n(CC(=O)OCc3ccccc3)c2=O)cc(OC)c1OC
54. Cc1c(N=NC2=C(O)CC(C)(C)CC2=O)cc2c(c1[N+](=O)[O-])C(C)(C)CC2(C)C
screen / no.,49,50,51,52,53,54
TAG inh,-27.5,-12.7,2.8,5.1,2.1,-1.1
TAG inh DAPI viability,5.6,1.5,-3.0,-2.8,0.0,-4.1

55. O=C(COC(=O)Cc1ccc(Cl)cc1Cl)NCc1ccccc1
56. CC(C)Cn1c(=S)[nH]c2ccccc2c1=O
57. O=C(Nc1nnc(SCc2cccc(F)c2)s1)c1ccco1
58. Cc1ccc2[nH]c(=O)c(CN(CCCN(C)C)C(=O)Nc3ccc(F)cc3)cc2c1
59. CN1C(=O)C(N=Nc2ccc([N+](=O)[O-])cc2)SC1=S (stereo not drawn)
60. Cc1cc(/C=C(\C#N)C(=O)OCC#N)c(C)n1CC(C)C
screen / no.,55,56,57,58,59,60
TAG inh,-5.0,-3.1,8.5,-0.4,-24.9,18.5
TAG inh DAPI viability,-2.1,0.9,-7.0,7.2,11.0,-4.1

61. Cc1ccc(S(=O)(=O)CC(=O)N(CCCN(C)C)c2nc3ccc(C)cc3s2)cc1
62. CCOCCCNC(=O)C(NC(=O)c1ccc2c(c1)OCO2)c1ccc(Cl)cc1 (stereo not drawn)
63. COC(=O)C1CCN(C(=O)COC(=O)c2n[nH]c3ccccc23)CC1
64. CO[C@H]1CC[C@@]2(C)[C@@H](CC[C@@H]3[C@@H]2CC[C@@]2(C)[C@H]3C[C@H](C(=O)O)O[C@]23CCCO3)C1
65. CC1=C(C(=O)Nc2cccc(C(=O)NC(C)c3ccccc3)c2)SCCO1 (stereo not drawn)
66. CN(C)c1nc(N)nc(CSc2nc3c(c(=O)n(C)c(=O)n3C)n2Cc2ccccc2F)n1
screen / no.,61,62,63,64,65,66
TAG inh,5.2,-5.3,3.5,4.9,5.1,-8.2
TAG inh DAPI viability,2.8,-6.8,7.2,-9.3,-10.8,-2.1

67. COc1ccc(NC(=O)CSc2nnc(C3CC3)n2C)cc1S(=O)(=O)N1CCOCC1
68. N=c1n(CCN2CCCCC2)c2ccccc2n1CC(=O)c1ccc(Cl)c(Cl)c1
69. Cc1noc(C)c1C(=O)OCC(=O)N1CCc2ccccc21
70. O=C(CSc1ccccc1C(=O)O)NC1CCCCCCC1
71. COc1ccccc1CC(=O)Nc1ccc(O)cc1C(=O)O
72. NS(=O)(=O)c1ccc(CNC(=O)c2ccccn2)cc1
screen / no.,67,68,69,70,71,72
TAG inh,3.3,46.0,-6.4,-32.7,10.4,4.0
TAG inh DAPI viability,-5.0,0.5,-3.6,5.4,0.5,-1.0

73. Cc1ccn2cc(CCNC(=O)C3CC=CCC3C(=O)O)nc2c1 (stereo not drawn)
74. Cc1cc(S(=O)(=O)NCc2ccco2)c(C)cc1Cl
75. COC(=O)COc1ccc2c(=O)c(Oc3ccccc3)c(C)oc2c1
76. CCOc1nc(NC(C)C)nc(NC(C)C)n1
77. CCc1noc(C)c1C(=O)Nc1sc(C(=O)N(C)C)c(C)c1C#N
78. CC(=O)Nc1ccc(C2(c3ccc(NC(C)=O)cc3)NC(=O)c3ccccc32)cc1
screen / no.,73,74,75,76,77,78
TAG inh,-16.0,5.8,-7.2,-6.3,2.2,-1.4
TAG inh DAPI viability,1.9,-3.4,0.2,6.5,-0.8,4.3

79. O=C(Nc1cc(S(=O)(=O)N2CCOCC2)ccc1N1CCCC1)C1COc2ccccc2O1 (stereo not drawn)
80. Cc1c(NS(=O)(=O)c2cc(C(=O)OCC(=O)N3CCC(C)CC3)ccc2Cl)c(=O)n(-c2ccccc2)n1C
81. COCCCn1c(=N)c(C(=O)NCc2ccc3c(c2)OCO3)cc2c(=O)n3cccc(C)c3nc21
82. COC(=O)CSc1nc(C)cc(N2CCOCC2)n1
83. O=S(=O)(Nc1cccc2ccccc12)c1ccccc1
84. CC(C)c1ccc(C(C)NCCS(=O)(=O)c2ccc(Cl)cc2)cc1 (stereo not drawn)
screen / no.,79,80,81,82,83,84
TAG inh,0.4,-5.0,19.0,7.7,-7.8,-9.7
TAG inh DAPI viability,-2.5,9.0,5.0,-6.7,1.5,10.5

85. COC(=O)CCCNC(=O)c1ccc2oc(CCCc3ccccc3)nc2c1
86. CCCC(=O)Nc1ccc(N2CCN(C(=O)c3cccs3)CC2)cc1
87. COc1ccc(CNC(=O)C(=O)NC2CCC(C)CC2)cc1 (stereo not drawn)
88. CN(C)CCN(C(=O)c1ccc2c(c1)OCCO2)c1nc2c(Cl)cccc2s1
89. S=C(NCCc1ccccc1)Nc1nccs1
90. O=C(NC(=S)Nc1ccc(Br)cc1F)C1CCCCC1
screen / no.,85,86,87,88,89,90
TAG inh,-22.9,-20.6,-0.4,10.7,-15.0,11.3
TAG inh DAPI viability,0.0,0.4,-11.5,0.4,3.4,-2.5

91. COC(=O)c1c(-c2ccccc2)[nH]c(-c2nccc3ccccc23)c1C(=O)OC
92. COc1ccc(NC(=O)c2nnn(Cc3ccc(SC)cc3)c2N)c(OC)c1
93. Cc1ccc(C(=O)/C=C2\NCCNC2=O)cc1
94. Clc1ccccc1Sc1ccc(-c2ccccn2)s1
95. CCN1C(=O)CC(NCc2ccc(S(N)(=O)=O)cc2)C1=O (stereo not drawn)
96. CC(C)C(c1nnnn1Cc1ccco1)N1CCC(C(N)=O)CC1 (stereo not drawn)
97. Cc1onc(-c2ccccc2Cl)c1C(=O)NCc1ccc(F)cc1
screen / no.,91,92,93,94,95,96,97
TAG inh,-8.6,-71.2,-14.6,-9.1,9.6,2.1,-18.2
TAG inh DAPI viability,-6.7,7.8,-2.6,6.0,6.9,-2.0,1.9
